RXFP1 ag: RXFP1 (human) receptor agonism. HEK293T-RXFP1 cAMP TR-FRET, 30 min; response scale: percent of porcine relaxin response, buffer zero. Potency, µM (top dose mostly 57.5 µM), inactives show at the highest dose activation, actives largely listed as activators. hit rate 0.3% among 370,000; also: potency is read from the fitted curve at half-maximal effect; % is scaled to controls: 0 for no effect and ±100 for the full control effect; nearly all actives have a fitted effect of over 60% in size; many of its hits are not listed in these tables
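HEK293 cells stably expressing RXFP1, treated 30 min at 37C with compounds plus PDE4 inhibitor Ro 20174; cAMP measured by HTRF TR-FRET. Normalized to buffer and 29 nM porcine relaxin; EC50 by Hill fit.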
Vif-APOBEC3G blk: blocks the Vif interaction with human APOBEC3G. hit rate 0.076% among 410,000. Potency, µM (highest dose often 46.1 µM), inactives show at the top dose activity, negative = active, actives largely listed as inhibitors. AID 602310. Q9HC16. HeLa A3G-eYFP + Vif (tagged APOBEC3G with the HIV-1 protein that degrades it), YFP fluorescence, overnight;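 also: potency is read from the fitted curve at half-maximal effect; % is scaled to controls: 0 for no effect and ±100 for the full control effect; nearly all actives have a fitted effect of over 60% in size; hits raise eYFP signal because A3G escapes Vif-driven loss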
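HeLa cells stably expressing Vif and C-terminally eYFP-tagged A3G, seeded overnight at 37 deg C, then exposed to compound by pintool overnight at 37 deg C. Rise in yellow fluorescence (Ex 488/Em 500-530, Acumen) marks blocked Vif-driven A3G degradation.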
LDHA block: LDHA (human) enzyme inhibition. purified LDHA, NADH/diaphorase-resazurin fluorescence; hits give low values. activity change, % (values are at about 110 or 230 µM). hit rate 0.15% among 480,000; in the data active = activity change below about -30%; inconclusive = mostly about -25% to -30%;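 also: plate controls were DMSO wells for no effect and wells without enzyme for full effect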
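Human LDH5 at 2 nM final in Tris HCl pH 7.4 with 0.06 mM NADH and 0.2 mM pyruvate, reacted 5 minutes at room temperature. Remaining NADH coupled via diaphorase/resazurin; resorufin fluorescence read at 0 and 20 minutes, normalized to enzyme-free and DMSO wells.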
GRP78 ERSR act: inducers of ER stress response in human glioma cells; AID 602332; Potency, µM, without a hit: at the top dose activation, usual class: activators; U87-MG GRP78 promoter luciferase reporter, 16 h; hit rate 0.02% among 420,000; also: potency is read from the fitted curve at half-maximal effect; series mostly up to about 76 µM; % of control where 0% means no effect; nearly all actives have a fitted effect of over 35% in size
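ERSR induction read as luciferase luminescence (Bright-Glo, 10 min at room temperature) in stably transfected human U87-MG glioma cells exposed to compounds for 16 h, using GRP78 as sensor.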
PI4K2A block: inhibitors of human PI4K2A; Q9BTU6; purified PI4K2A, ADP-Glo luminescence, 1 h; hits give low values; activity change, negative = inhibition, % at 76.9 µM; hit rate 0.13% among 420,000; AID 1346378; in the data active = activity change below about -50%; inconclusive = mostly about -30% to -49%;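 also: -100% = wells without enzyme as full effect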
Target sequence (Q9BTU6 whole entry, looked up): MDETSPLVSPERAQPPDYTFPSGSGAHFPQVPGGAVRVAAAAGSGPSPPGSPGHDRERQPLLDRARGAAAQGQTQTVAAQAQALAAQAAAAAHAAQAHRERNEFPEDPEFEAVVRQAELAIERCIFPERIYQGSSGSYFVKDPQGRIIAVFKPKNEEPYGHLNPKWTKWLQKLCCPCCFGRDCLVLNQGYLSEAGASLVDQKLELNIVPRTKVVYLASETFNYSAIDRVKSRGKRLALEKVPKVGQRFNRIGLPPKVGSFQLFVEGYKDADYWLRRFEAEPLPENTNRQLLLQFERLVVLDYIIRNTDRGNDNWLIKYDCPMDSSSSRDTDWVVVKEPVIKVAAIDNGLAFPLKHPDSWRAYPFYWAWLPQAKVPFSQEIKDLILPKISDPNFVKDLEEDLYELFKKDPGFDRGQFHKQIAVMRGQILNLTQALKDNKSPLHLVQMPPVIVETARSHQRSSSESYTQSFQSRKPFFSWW
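Compounds are screened against recombinant PI4K2A using PI as substrate and ATP, the latter dispensed at 300 microM. Reactions run one hour at ambient temperature before ADP-Glo detection; full inhibition defined by wells lacking enzyme.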
TrxR1 substrate: rat thioredoxin reductase 1 substrate activity | purified TrxR1 substrate turnover, NADPH consumption readout | Potency, µM (highest dose often 114 µM), without a hit: at the highest dose activity change, negative = substrate turnover | hit rate 0.01% among 390,000; also: potency is read from the fitted curve at half-maximal effect; % is scaled to controls: 0 for no effect and ±100 for the full control effect; nearly all actives have a fitted effect of over 50% in size
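Rat TrxR1, dispensed at 90 nM, was prereduced with 400 uM NADPH (final) for 5 min at ~22 deg C, then incubated with compound 15 min before 400 uM selenite. A first-read NADPH fluorescence drop versus no-compound background flagged substrates.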
Vif-A3F inh: inhibitors of Vif-A3F interaction; Potency, µM (doses to about 46.1 µM), for inactives: top-dose activity, negative = active; hit rate 0.2% among 390,000; HeLa A3F-eYFP + Vif (tagged APOBEC3F with the HIV-1 protein that degrades it), YFP fluorescence increase; also: potency is read from the fitted curve at half-maximal effect; % of control where 0% means no effect; nearly all actives have a fitted effect of over 65% in size
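HeLa cells stably expressing Vif plus C-terminally eYFP-tagged A3F were seeded, incubated overnight at 37 deg C, dosed with compound, incubated overnight again at 37 deg C. Yellow fluorescence (Ex 488/Em 500-530) reported blocked Vif-mediated A3F-eYFP degradation.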
USP1 inh: USP1/UAF1 (human) deubiquitinase inhibition | AID 743255 | O94782 | Potency, µM (series often up to 57.1 µM), for the others: at the highest dose activity change, negative = inhibition, most hits filed as inhibitors | recombinant USP1/UAF1, Ub-Rhodamine cleavage fluorescence | hit rate 0.23% among 390,000; also: potency is read from the fitted curve at half-maximal effect; % is scaled to controls: 0 for no effect and ±100 for the full control effect; nearly all actives have a fitted effect of over 60% in size; inactives centre near -12
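USP1/UAF1 complex at 1 nM was preincubated with compound for 15 min at room temperature, then Ub-Rho substrate (150nM final) was added. Fluorescence (480/540 nm) was read kinetically, 6 reads every 60 seconds.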
mIDH1 inhibitor: blocks human mutant IDH1 R132H enzyme; O75874; IDH1-R132H enzyme, NADPH consumption, diaphorase/resazurin fluorescence; Potency, µM (top dose mostly 76.6 µM), without a hit: at the top dose activity change, negative = inhibition, hits mostly inhibitors; hit rate 0.093% among 390,000; AID 602179; also: potency is read from the fitted curve at half-maximal effect; % is scaled to controls: 0 for no effect and ±100 for the full control effect; nearly all actives have a fitted effect of over 65% in size
Target sequence (O75874 whole entry R132H, stated change not applied): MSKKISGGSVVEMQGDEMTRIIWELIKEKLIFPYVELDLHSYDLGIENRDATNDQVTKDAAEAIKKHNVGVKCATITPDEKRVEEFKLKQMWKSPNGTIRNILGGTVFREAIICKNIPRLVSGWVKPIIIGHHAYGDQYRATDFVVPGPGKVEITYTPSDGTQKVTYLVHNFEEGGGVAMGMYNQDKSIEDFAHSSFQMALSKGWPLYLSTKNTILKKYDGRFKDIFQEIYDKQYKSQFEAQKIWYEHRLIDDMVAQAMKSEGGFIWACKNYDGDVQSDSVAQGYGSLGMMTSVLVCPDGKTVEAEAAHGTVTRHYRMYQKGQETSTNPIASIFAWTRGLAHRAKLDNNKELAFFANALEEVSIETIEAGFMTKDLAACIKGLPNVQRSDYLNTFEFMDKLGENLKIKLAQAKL
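IDH1-R132H (0.5 ug/mL dispensed) in pH 7.5 Tris buffer was preincubated 30 min with compound, then given a substrate mix of 0.016 mM NADPH and 2 mM alpha-KG for 80 min at room temperature; remaining NADPH was read by diaphorase/resazurin fluorescence.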
* marks the source's active call; other numbers are inactive results; ? = inconclusive; / = no result given; & = joins results of further samples; [ ] = dose if it differs, or a comment. Unless noted, calls follow the shape of the dose curve; as a rule, active = well fitted curve in the direction sought with a large enough effect; inconclusive = small, poorly fitted or top-dose-only effect, or another doubt; inactive = no such curve, though single readings can be large; an effect the other way counts as inactive or inconclusive. Only part of the results is shown (hit frequency here may not be typical).

SMILES | RXFP1 ag | Vif-APOBEC3G blk | LDHA block | GRP78 ERSR act | PI4K2A block | TrxR1 substrate | Vif-A3F inh | USP1 inh | mIDH1 inhibitor
COc1ccc(CNC(=O)C(C)OC(=O)Cn2cnc3c2c(=O)n(C)c(=O)n3C)cc1 (stereo not drawn) | 3.2% | 0.2% | -1.2 | 1.4% | -1.9 | -5.0% | 4.2% | -15.1% | 7.5%
O=c1c2ccccc2nc2ccc(N3CCOCC3)nn12 | 5.0% | 0.9% | -4.1 | -5.9% | 3.5 | -4.2% | -4.6% | -15.1% | 8.2%
Cn1nc(C(C)(C)C)c(NC(=O)c2ccc(F)cc2)c1C(C)(C)C | 5.2% | 1.5% | -2.3 | -3.3% | 1.5 | -1.3%[57.1 µM] | 0.4% | 11.1% | -1.9%
Cn1c(=O)c2c(nc(Br)n2CCSc2nnnn2-c2ccccc2)n(C)c1=O | 0.6% | 3.4% | -2.1 | -6.6% | -3.1 | -6.1% | -6.5% | -2.9% | 0.8%
COc1ccc(-n2c(=O)c3ccccc3n(Cc3ccccc3F)c2=O)cc1OC | 2.3% | -0.3% | -7.7 | -4.7% | 0.4 | -10.0% | -8.5% | -6.2% | 4.0%
COC(=O)COc1cc(Br)c(/C=C2/SC(=O)N(CC(=O)N3CCCC3)C2=O)cc1OC | 1.8% | 0.3% | -2.5 | -14.9% | 1.4 | -4.5%[57.1 µM] | 0.5% | -5.1% | 2.1%
CCN(Cc1ccccc1)N=Nc1ccccc1 | / | -1.7% | 1.0 | -1.6% | -1.5 | / | -1.7% | -22.0% | 2.6%
O=C(NCc1ccco1)c1cccnc1Cl | 0.6% | 0.6% | -5.3 | -2.3% | 5.7 | -4.9% | 3.1% | -18.1% | -3.1%
Cc1ccccc1OCC(=O)Nc1nnc(C2CCCCC2)s1 | 2.9% | 2.6% | -6.6 | 4.7% | -3.2 | 11.3% | -6.4% | -11.7% | -7.4%
O=C(COc1ccc(-n2cnnn2)cc1)Nc1ccc(F)c(F)c1 | / | -2.8% | -6.0 | -5.7% | 7.0 | -0.4% | 2.4% | -14.8% | -0.1%
C=CCCC(=O)Nc1ccc(COC(=O)N2CCOCC2)cc1 | 0.5% | 0.0% | 3.2 | -2.5% | -1.6 | 5.8%[57.1 µM] | 0.2% | -6.1% | 1.6%
O=C(NCc1ccccc1)NC1CCCCC1 | -0.8% | -0.2% | -12.1 | 1.7% | 0.2 | 10.7% | -3.9% | -13.6% | 4.7%
COc1cccc(CN2CCNC(=O)C2CC(=O)N(C)CCC2CCOCC2)c1 (stereo not drawn) | -2.1% | -6.2% | -9.0 | -3.9% | -4.0 | 1.1% | -0.7% | -25.4% | -5.7%
O=C(NCC1CCCO1)/C(=C/c1ccccc1F)NC(=O)c1ccccc1 (stereo not drawn) | -2.6% | 3.2% | -4.7 | -4.9% | -0.8 | 6.7%[57.1 µM] | 6.1% | 2.1% | 0.1%
O=C(NCCC1=CCCCC1)C1CCN(S(=O)(=O)c2cccc3cccnc23)CC1 | -1.6% | 0.5% | -8.8 | -6.1% | -6.0 | -4.9% | -16.0% | -19.1% | 8.5%
Cc1ccccc1S(=O)(=O)Cc1ccc(C(=O)N(C)C2CCCCC2)o1 | 0.8% | 3.1% | -0.5 | -3.3% | 9.5 | 3.8% | 1.1% | -15.5% | -6.0%
O=C(NCCCn1ccnc1)/C(=C/c1cccnc1)NC(=O)c1ccco1 | 0.4% | -0.9% | -1.0 | 1.2% | -6.0 | -1.0% | -1.2% | -14.1% | 0.7%
CNC(=O)CCCCCNS(=O)(=O)c1ccc(C)cc1 | -0.2% | -0.6% | 2.1 | -3.5% | 1.3 | -0.1% | 5.5% | -1.2% | 4.0%
CC(C)c1ccc(CNc2ccc([N+](=O)[O-])cn2)cc1 | 4.2% | -13.8% | 6.8 | 3.4% | -8.7 | -11.1%[57.1 µM] | -5.0% | -9.0% | -10.1%
Cc1cc2cc(CN(CCCN3CCOCC3)C(=O)NC3CCCCC3)c(=O)[nH]c2cc1C | 2.1% | -6.4% | -2.5 | 2.0% | 2.7 | 16.8% | 0.1% | -17.0% | 3.9%
Cn1nc(C(=O)OCC(=O)Nc2cc(Cl)ccc2C#N)c2ccccc2c1=O | 25.7% | -0.7% | -0.3&4.4 | -4.9% | 2.8 | 5.1% | 0.3% | -15.7% | -8.6%
NC(=O)C1CCN(c2ccnc3cc(Cl)ccc23)CC1 | 3.1% | -5.2% | -6.4 | -1.9% | 9.9 | 3.9% | -4.9% | -18.7% | -3.4%
COc1cc2c3nc4n(c(=O)c3n(CC(=O)NCC3CCCO3)c2cc1OC)CCS4 (stereo not drawn) | ? | -2.0% | 11.3 | -2.0% | 1.1 | 83.4%[activator] | 3.0% | -23.0% | 10.6%
CCn1c(SCC(=O)c2ccc(Cl)s2)nnc1-c1cccs1 | 1.5% | -6.6% | -6.5 | 5.8% | 7.8 | -4.6% | -4.5% | -2.3% | 8.2%
CC(C)C[C@H]1CNC(=S)N1CC1CCCN1C[C@H](CC(C)C)N1C[C@H](Cc2ccc(O)cc2)N(CC2CCCCCC2)C1=S (stereo partly drawn) | / | -2.0% | -1.9 | 10.9% | 0.8 | -7.5% | -14.7% | -15.9% | 0.9%
COc1ccc(Cl)cc1NC(=O)COC(=O)CCNC(C)=O | -0.1% | 2.3% | 1.7 | -3.5% | 4.5 | -0.3% | -2.1% | -12.6% | 6.4%
O=C(Nc1ccc(Cl)cc1)C1CCC(=O)N1Cc1ccccc1Cl (stereo not drawn) | 0.1% | -5.2% | -10.6 | 1.7% | 7.3 | 7.8%[57.1 µM] | -1.8% | -7.5% | -2.1%
COc1ccc(NC(=O)Nc2cccc3ccccc23)cc1S(N)(=O)=O | -0.6% | -1.8% | 5.8 | -2.7% | -3.4 | 8.6%[0.0914 µM] | 3.1% | -1.0% | 0.2%
COc1ccc(Cl)cc1NC(=O)CN(C)CC(=O)Nc1ccc2c(c1)OCO2 | 0.4% | -2.7% | -2.1 | -5.9% | 0.6 | -6.7% | 5.0% | -19.1% | 6.2%
COc1cc(/C=N/n2cnnc2)ccc1OCCOc1ccccc1 | 2.3% | 1.0% | -4.4 | 1.7% | 4.6 | 8.7%[57.1 µM] | -0.9% | -11.8% | 4.3%
CC(OC(=O)[C@H](C)N=C1NS(=O)(=O)c2ccccc21)C(=O)Nc1ccc(F)c(F)c1F (stereo partly drawn) | / | 0.1% | 0.4 | -3.1% | -4.1 | / | 3.3% | -21.8% | -4.2%
Cc1ccc(S(=O)(=O)NCCc2nnc(SCc3cccnc3)n2C)cc1 | 5.5% | -3.3% | -2.1 | -2.7% | 1.8 | -0.7% | -9.7% | -4.0% | 1.9%
COc1ccc(CCNC(=O)c2c(O)c3ccccc3[nH]c2=O)cc1OC | 1.0% | 6.6% | 1.7 | -1.2% | 8.5 | 5.4%[57.1 µM] | 4.2% | -1.1% | 6.8%
COc1ccc(CCN2C(=O)CC(NNC(=O)c3cccc(O)c3)C2=O)cc1 (stereo not drawn) | 0.4% | -2.3% | 1.2 | -0.1% | 0.4 | -12.9% | 0.2% | -3.9% | 6.4%
Cc1cc(C)c(C#N)c(SCC(=O)N(CCC#N)c2ccc3c(c2)OCCO3)n1 | 2.6% | -5.1% | -2.4 | -3.8% | 3.4 | -8.3% | -25.4% | -9.8% | 3.7%
CCN(CC)S(=O)(=O)c1ccc(NN=c2c(=O)c3ccccc3c2=O)cc1 | 10.1% | -5.6% | -0.7 | 5.7% | 5.4 | 1.4%[57.1 µM] | -5.5% | -19.6% | 0.8%
Cc1ccccc1NS(=O)(=O)c1cc(S(C)(=O)=O)ccc1Cl | 2.2% | 0.1% | -1.5 | -4.5% | -1.8 | 12.8% | -1.9% | -13.1% | 3.4%
CCOC(=O)c1ccc(-n2c(C)nc3ccc(Br)cc3c2=O)cc1 | -0.5% | -0.3% | -3.5 | -3.7% | -0.3 | -6.6%[57.1 µM] | -9.7% | -4.5% | 1.6%
O=C(Nc1ccccc1)N(Cc1cccnc1)Cc1ccco1 | -0.6% | 0.7% | -1.4 | -5.3% | 2.6 | 5.5%[57.1 µM] | 0.8% | -9.4% | -0.8%
O=C(C1CCN(S(=O)(=O)c2ccc(Br)cc2)CC1)N1CCOCC1 | 2.1% | 7.9% | -6.1 | -0.2% | -1.5 | -1.3% | 2.4% | -17.6% | -8.5%
Cc1cc(OCC(=O)C(C)(C)C)c2c(C)c(C)c(=O)oc2c1 | 3.6% | -6.2% | -0.7 | -5.5% | -7.2 | 41.8%[activator] | -1.1% | -4.4% | 7.9%
O=C(CC1CCCCC1)NCc1ccccc1 | 0.7% | -10.2% | -1.9 | -1.1% | 0.6 | -1.5% | 7.0% | -12.7% | -11.1%
CC(C)C(C(=O)NCc1ccco1)N(C(=O)CNS(=O)(=O)c1ccccc1)c1ccccc1 (stereo not drawn) | 0.0% | 1.0% | -3.5 | -0.4% | -0.7 | 10.6%[57.1 µM] | -18.5% | -11.3% | 4.1%
